Screening results (PubChem BioAssay)
Insulin prom up = MIN6 insulin promoter up-regulation | MIN6 insulin promoter-GFP reporter, high-content imaging; active compounds read high | z-score at 5 µM | 0.3% of 190,000 active;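 active = z-score above 3 at 5 µM with at least 500 cells counted in the well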
b-catenin transl = alters nuclear translocation of beta-catenin in HeLa cells; immunofluorescence imaging; nuclear translocation activity, % at 5 µM; 0.3% of 190,000 active; AID 1665;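 active = nuclear translocation activity above 50% at 5 µM, with a well cell count of 50 or more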;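 note: per-cell ratio of nuclear to cytoplasmic median beta-catenin stain intensity; plate controls were DMSO negative control for no effect and GSK-3 inhibitor IX positive control for full effect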
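System: HeLa cells, endogenous beta-catenin; compound dosing: 5 µM primary single dose, 0.1% DMSO, 0.02–20 µM confirmation series; incubation: 24 h compound exposure at 37°C, 5% CO2; signal: beta-catenin immunofluorescence imaging with DAPI; evaluation: % activation, nuclear-to-cytoplasmic median beta-catenin signal ratio per cell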
MT stabilizer = microtubule stabilizers in HeLa cells; HeLa tubulin immunostaining HCS, 24 h; share of cells brighter than vehicle mean+2SD; % tubulin-high responders, % at 10 µM; 0.83% of 200,000 active;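 active = plate Z-score above 3 for both tubulin-high and condensed-nucleus cell shares, with cell loss under 80%, at 10 µM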;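 note: anti alpha tubulin signal scored within the nucleus-defined area of each cell; some results filed as inactive read as strong as hits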
PMI inhibition = MPI inhibition at elevated mannose 6-phosphate – biochemical, fluorescence intensity, high mannose 6-phosphate, primary screen (AID 1220); one-dose inhibition, % at 20 µM; IC50 in µM for titrated hits; 0.66% of 190,000 active; recombinant PMI enzyme, coupled fluorescence intensity; higher % means a stronger effect
Autophagy mod = alters autophagy in cells; MEF GFP-LC3 puncta imaging; test concentration mostly 10 µM; calls only at 10 µM (by protocol); 0.98% of 190,000 active;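 active = percentage of spot-positive cells more than 3 SD above its plate mean, without a fluorescence outlier flag or 80% toxicity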;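 note: spot-positive cell cutoff set from DMSO-treated cells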
Dynein cargo inh = dynein cargo transport inhibition; 0.47% of 220,000 active; 3617.4 mouse cells, GR-EGFP nuclear translocation imaging; test concentration mostly 20 µM; stimulated with dexamethasone, 1 µM; active compounds read low; AID 1381; z-score, hits read low;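 active = plate z-score of nuclear minus cytoplasmic receptor signal below a set negative limit, without overly bright fluorescence or cell loss, cut at about -3.5 in these data, passing the limit was not always enough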;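 note: z-score of nuclear minus cytoplasmic ring GR-EGFP intensity difference per well; some compounds called inactive have numbers as strong as hits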
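medium = tetracycline-free induction medium containing charcoal-stripped FBS | probe or stimulus = dexamethasone, 1.0 µM final | timing = 48 h induction, then 1 h compound, then 30 min agonist, 37 °C | detection = automated 10x imaging of fixed Hoechst-stained cells | read-out basis = nuclear versus cytoplasmic GR-EGFP signal, averaged per well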
Yfh1-off respiration = mitochondrial function rescue without frataxin homolog – Friedreich's ataxia, plus single-dose screen, dose response (AID 1465); S. cerevisiae Yfh1-off respiration, WST-1 reduction, 72 h; higher fold induction means a stronger effect; fold induction at 50 µM; hits with a dose series show EC50 in µM; 0.074% of 220,000 active;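 active = fold induction of absorbance versus untreated yeast above a set limit, then at least 30% activation at any dose in follow-up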;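 note: activators that raise dye reduction in frataxin-depleted yeast; strong numbers were not always called active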
PMI inhibitors = MPI enzyme activity inhibition – biochemical, fluorescence intensity, coupled assay, primary screen (AID 1209). one-dose inhibition, % at 20 µM; IC50 in µM for titrated hits. 0.42% of 190,000 active. purified PMI enzyme, coupled fluorescence intensity; higher % means a stronger effect;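 note: plate controls were DMSO vehicle for no effect and wells lacking substrate for full effect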
WT yeast gro inh = growth inhibition of WT yeast, mitochondrial fusion screen; mitochondrial fusion phenotypic screen, WT strain; inhibition, % at 10 µM; 2.1% of 190,000 active; AID 1362; in the data active = inhibition above about 58%; tested in S. cerevisiae
WT yeast gro inh mutant strain = recorded beside WT yeast gro inh, whose call it bears; inhibition, %; mitochondrial fusion phenotypic screen, mutant strain inhibition
Dynein cargo inh cytoplasmic EGFP = recorded beside Dynein cargo inh, whose call it bears; z-score; measured here: cytoplasmic GR-EGFP intensity; active compounds read high
Dynein cargo inh nuclear GR-EGFP = also measured in Dynein cargo inh; calls as there; z-score; measured here: nuclear GR-EGFP intensity;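 lower value marks the stronger effect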
Dynein cargo inh cell count = also measured in Dynein cargo inh; calls as there; z-score; measured here: cell count per field
Insulin prom up cell count = second read-out of Insulin prom up, no call of its own (marks repeat the call); cell count; measured here: cytotoxicity, nuclei count;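 total cells summed across four imaged fields per well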
b-catenin transl cell count 5 µM = second read-out of b-catenin transl, no call of its own (marks repeat the call); cell count; measured here: cell count, cytotoxicity flag
MT stabilizer Hoechst-high % = further read-out of MT stabilizer, marked with its call; % Hoechst-high responders; measured here: nuclear condensation Hoechst responders;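 share of cells brighter than vehicle mean plus two SD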
MT stabilizer cytotoxicity % = recorded beside MT stabilizer, whose call it bears; toxicity, %; measured here: cytotoxicity by cell density;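 0% = mean cell density of plate MIN control wells and 100% = no cells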
Autophagy mod cell loss 18 h = also measured in Autophagy mod; calls as there; toxicity, %; measured here: cell loss, nuclei count;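 cell loss after 18 h compound exposure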
An asterisk follows results filed as active; i = inactive; / = not tested or not shown. Cut-off read from the data, not from the text of the source, unless noted: active = inhibition above about 50%; inactive = the rest.

SMILES	Insulin prom up	Insulin prom up cell count	b-catenin transl	b-catenin transl cell count 5 µM	MT stabilizer	MT stabilizer Hoechst-high %	MT stabilizer cytotoxicity %	PMI inhibition	Autophagy mod	Autophagy mod cell loss 18 h	Dynein cargo inh	Dynein cargo inh cytoplasmic EGFP	Dynein cargo inh nuclear GR-EGFP	Dynein cargo inh cell count	Yfh1-off respiration	PMI inhibitors	WT yeast gro inh	WT yeast gro inh mutant strain
COc1ccccc1NS(=O)(=O)c1cc(NC(=O)c2ccncc2)ccc1N1CCOCC1	0.91	1391	-4.5	533	2.9	3.9	9.9	-3.5%	i	-0.7	1.23	0.0597	0.333	-1.1	i	-6.0%	-9.5	-15.9
CC1CCCN(C(=O)Cn2cnc3c2c(=O)n(C)c(=O)n3C)C1 (stereo unspecified)	1.77	909	/	/	1.9	2.0	5.9	5.9%	i	-10.6	-0.651	-0.236	-0.235	0.0422	i	8.1%	6.3	4.5
CCn1cc(C(=O)N2CCCC2)c(=O)c2cc(S(=O)(=O)N3CCOCC3)ccc21	0.08	1765	-0.3	1010	3.2	1.6	3.6	2.2%	i	-3.1	-0.252	-0.143	-0.236	0.182	i	2.7%	14.2	-11.4
C=CCOC(=O)c1sc(NC(=O)c2ccco2)nc1C	0.09	1156	-3.8	945	1.7	1.9	5.8	14.1%	i	-3.7	-0.625	-0.177	-0.262	0.3	i	4.2%	8.9	1.9
CCOC(=O)NC(=O)/C(C#N)=C(/C)N(C)C	0.16	1223	0.5	1103	0.8	2.4	3.6	-4.0%	i	3.9	0.372	0.525	0.148	0.0599	i	-9.2%	-3.3	-8.5
CCN(CC)S(=O)(=O)c1cc(NC(=O)C(C)OC(=O)c2[nH]c(C)c(C(C)=O)c2C)ccc1C (stereo unspecified)	-0.22	1085	-1.8	992	2.0	1.8	10.3	21.8%	i	13.4	0.823	-0.259	0.495	0.494	i	21.7%	1.7	10.9
O=C(N/N=C/c1ccc(-c2ccccc2C(=O)O)o1)c1cccs1	0.15	1470	-0.3	1014	2.2	2.5	13.6	-51.9%	i	-4.1	-0.635	-0.304	-0.576	0.389	i	-37.1%	-7.2	-7.5
Cc1cc(C)c2c(=O)[nH]c(SCC(=O)Nc3ccccc3)nc2n1	0.48	946	-2.2	1171	2.0	2.1	10.6	4.0%	i	15.1	-0.214	-0.234	0.263	0.3	i	5.5%	8.1	-25.9
CSc1nnc(-c2cnccn2)n1C	0.65	1093	-2.6	1303	2.5	1.6	4.2	-6.8%	i	-0.7	1.47	-0.271	0.919	-0.295	i	-10.4%	-1.0	-78.1
Cc1ccc(C(=O)COc2nc(C)cc(C)c2C#N)cc1	-0.24	1412	-2.2	1436	2.1	1.7	2.2	9.8%	i	-9.1	0.979	-0.243	-0.658	-0.149	i	7.2%	-4.6	2.9
COc1ccc(N2C(=O)CN(Cc3ccc(OC)c(OC)c3)C2=S)cc1	/	/	0.3	1122	2.3	2.0	10.6	13.6%	i	10.8	3.73	-0.134	2.3	-1.74	i	-3.5%	9.8	7.0
O=C(CSC1=N/C(=C/c2ccc(Cl)c(Cl)c2)C(=O)N1c1ccccc1F)NC1CC1	0.8	1188	0.1	450	2.6	3.2	11.2	3.1%	i	-0.2	-0.937	-0.123	-0.656	0.494	i	2.4%	-2.2	15.7
O=C(O)CNC(=O)c1ccc(N2CCOCC2)cc1[N+](=O)[O-]	-0.66	1329	-1.5	1105	2.2	1.7	1.9	9.1%	i	-8.6	0.57	-0.18	-0.0638	-0.374	i	-2.1%	6.0	-2.2
COc1ccc(C(C)=O)cc1COC(=O)CNC(=O)c1ccccc1F	0	1561	0.6	1122	0.9	3.1	5.3	-1.0%	i	21.4	-0.449	-0.263	-0.113	0.449	i	8.8%	-9.0	1.6
CCCCc1ccc(-c2ccc(C)cc2O)nc1	-0.02	976	0.2	1150	4.5	2.8	8.0	-4.0%	i	23.3	-1	1.98	0.0976	0.00893	i	-8.0%	11.6	1.4
CN(Cc1ccccc1)c1ccc(C(CC(N)=O)NC(=O)Cc2ccc(Br)cc2)cc1[N+](=O)[O-] (stereo unspecified)	0.42	973	1.9	1295	/	/	/	/	/	/	-0.322	-0.791	-0.206	0.483	i	/	/	/
CCN1CCN(CCNC(=O)CSCc2nc(-c3ccc(OC)c(OC)c3)oc2C)CC1	-0.11	766	/	/	0.8	0.9	5.1	-7.5%	i	1.9	-0.568	0.0868	0.0488	0.624	i	-7.8%	-14.5	-24.5
CCOC(=O)C1=C(C)NC(=O)NC1C (stereo unspecified)	-0.9	1365	/	/	2.3	2.2	13.0	8.7%	i	2.5	-0.33	-0.178	0.505	1.78	i	10.2%	4.4	12.3
COc1cc(/C=N/NC(=O)CC2(C)OCCCO2)ccc1OCc1ccc(Cl)cc1Cl	-0.1	1449	-0.3	1133	3.6	3.5	7.1	51.1%*	i	5.7	0.759	-0.295	0.309	-0.442	i	28.4%	23.2	-8.3
O=C(NC(=S)Nc1cccc2ncccc12)c1ccco1	-0.26	1555	-3.5	1091	3.8	1.5	2.0	7.2%	i	26.3	-0.474	0.141	-0.186	0.542	i	-2.6%	2.4	9.5
CCSc1nnc(CNc2ccc(F)cc2)n1CC1CCCO1 (stereo unspecified)	-0.28	1204	-2.1	1147	4.9	4.5	10.1	7.8%	i	-14.5	-0.225	-0.183	0.239	0.0101	i	-1.8%	3.1	13.2
Cn1c(=O)c2c(nc(Sc3nc4ccccc4n3CC(=O)N3CCCCC3)n2C)n(C)c1=O	/	/	-1.8	851	3.4	2.7	7.6	4.2%	i	-4.9	0.157	-0.188	0.279	0.209	i	4.7%	-10.1	-7.4
COc1ccc(Oc2nc(-c3ccncc3)nc3ccccc23)cc1	-0.14	1399	-0.6	1124	/	/	/	/	/	/	0.368	-0.293	0.0871	0.273	i	/	/	/
CC1CN(c2nnnn2-c2ccccc2)CC(C)O1 (stereo unspecified)	0.53	1203	-0.3	951	2.6	2.7	3.6	-9.6%	i	13.1	1.98	-0.0171	1.99	-1.37	i	-2.0%	15.8	4.3
COc1ccc2cc(-c3cc(C(=O)OCC(=O)NC4CCS(=O)(=O)C4)c4ccccc4n3)ccc2c1 (stereo unspecified)	-0.81	1405	/	/	4.8	2.8	8.9	15.6%	i	-14.1	-1.65	4.32	-0.571	-4.18	i	-2.9%	27.2	20.5
CC1CN(C(=O)/C=C/c2ccc3c(c2)OCO3)CC(C)O1 (stereo unspecified)	-0.08	1796	-1.5	1056	3.4	1.4	4.5	4.3%	i	-25.5	0.302	-0.16	0.461	1.31	i	4.9%	-35.9	-48.6
C=C(C)Cn1c(C2CC(=O)N(Cc3ccccc3)C2)nc2ccccc21 (stereo unspecified)	0.18	1783	0.0	991	/	/	/	14.9%	/	/	/	/	/	/	i	16.4%	11.1	5.9
Nc1c(-c2ccccc2)c(CN2CCOCC2)nn1-c1ccc(C(=O)O)cc1	0.71	1286	/	/	3.1	2.7	1.9	2.7%	i	4.9	0.574	-0.307	-0.165	0.0863	i	-12.8%	-1.0	-1.3
Cc1ccc(Oc2nnc(-c3cccs3)c3ccccc23)cc1C	0.71	1230	1.5	935	2.1	4.0	7.6	10.4%	i	-4.9	0.0923	-0.284	-0.267	-0.132	i	5.1%	49.3	22.9
C(#Cc1ccccc1)C[N+]1(CC#Cc2cccc3ccccc23)CCOCC1	-3.98	687	0.4	1596	1.6	1.0	0.1	-9.7%	i	4.9	1.18	-0.27	0.795	-0.532	i	-7.4%	18.8	3.4

PMI inhibition, what is marked active above.
| SMILES | MT stabilizer Hoechst-high % | PMI inhibition | Dynein cargo inh | Dynein cargo inh cytoplasmic EGFP | Dynein cargo inh nuclear GR-EGFP | Dynein cargo inh cell count | PMI inhibitors | WT yeast gro inh mutant strain |
| --- | --- | --- | --- | --- | --- | --- | --- | --- |
| COc1cc(/C=N/NC(=O)CC2(C)OCCCO2)ccc1OCc1ccc(Cl)cc1Cl | 3.5 | 51.1%* | 0.759 | -0.295 | 0.309 | -0.442 | 28.4% | -8.3 |

(further entries)
SMILES	Insulin prom up	Insulin prom up cell count	b-catenin transl	b-catenin transl cell count 5 µM	MT stabilizer	MT stabilizer Hoechst-high %	MT stabilizer cytotoxicity %	PMI inhibition	Autophagy mod	Autophagy mod cell loss 18 h	Dynein cargo inh	Dynein cargo inh cytoplasmic EGFP	Dynein cargo inh nuclear GR-EGFP	Dynein cargo inh cell count	Yfh1-off respiration	PMI inhibitors	WT yeast gro inh	WT yeast gro inh mutant strain
N/C(COc1ccc(C(=O)O)cc1)=N\O	/	/	-3.3	1151	4.7	3.4	9.2	-6.6%	i	6.0	-1.12	-0.314	-0.491	0.13	i	-4.9%	7.7	23.1
Cn1c(Cn2c(=O)sc3ccccc32)nnc1SCC(=O)NC1CCCCC1	0.26	1220	-1.5	1189	4.3	2.5	5.7	-5.0%	i	14.6	-0.873	-0.229	-0.137	0.814	i	-9.3%	9.1	5.9
CCOC(=O)N1CCC(NC(=O)C2=CCN(S(=O)(=O)c3ccc(F)cc3)CC2)CC1	-0.16	1067	-0.4	1328	/	/	/	/	/	/	-0.691	2.65	0.56	0.389	i	/	/	/
COc1ccc(N2CCN(CCNC(=O)CCS(=O)(=O)c3cccc4nsnc34)CC2)cc1	0.97	1158	1.9	446	1.4	2.7	9.8	19.4%	i	15.6	1.92	-0.109	2.82	-1.77	i	2.4%	-0.7	-1.5
N#Cc1ccc2ccn(CC(=O)NC3CCCCCC3)c2c1	-0.2	915	0.1	945	3.8	1.0	0.4	-6.9%	i	21.6	-1.47	-0.425	-0.837	0.972	i	-1.0%	7.4	4.3
CC1CN(C(=O)CSc2nnc(-c3ccncc3)n2-c2ccccc2)CC(C)O1 (stereo unspecified)	0.59	1154	/	/	3.5	3.6	8.5	5.5%	i	2.4	-0.373	0.418	0.117	0.309	i	13.1%	1.6	-5.8
